Bioassay records from PubChem.
MC4R ag barr: MC4R agonists recruiting beta-arrestin, primary screen, cell-based, luminescence, agonist arm of biased-ligand search. U2OS MC4R beta-arrestin complementation; percent of melanotan II response, DMSO zero. activation, % at 8.9 µM. 360,000 tested, 0.98% active;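 active means activation above a per-plate cutoff, the mean activation of sample wells on that plate plus 3 SD, cut at about 8% in these data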
ABHD5 PLIN5 PPI: ABHD5-PLIN5 interaction inhibitors, primary screen, cell lysate, split luciferase complementation, luminescence. Perilipin-5 (Homo sapiens) + 1-acylglycerol-3-phosphate O-acyltransferase ABHD5 (Homo …. Split G. princeps luciferase complementation, 4 h. inhibition, % at 4 µM. 360,000 tested, 0.78% active. AID 602281, 2012;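 active means inhibition above the mean inhibition across every tested compound plus 3 SD, cut at about 22% in these data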;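 further: 0% = DMSO only wells and the 100% control is not disclosed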
Target sequence (Q00G26 whole entry, looked up): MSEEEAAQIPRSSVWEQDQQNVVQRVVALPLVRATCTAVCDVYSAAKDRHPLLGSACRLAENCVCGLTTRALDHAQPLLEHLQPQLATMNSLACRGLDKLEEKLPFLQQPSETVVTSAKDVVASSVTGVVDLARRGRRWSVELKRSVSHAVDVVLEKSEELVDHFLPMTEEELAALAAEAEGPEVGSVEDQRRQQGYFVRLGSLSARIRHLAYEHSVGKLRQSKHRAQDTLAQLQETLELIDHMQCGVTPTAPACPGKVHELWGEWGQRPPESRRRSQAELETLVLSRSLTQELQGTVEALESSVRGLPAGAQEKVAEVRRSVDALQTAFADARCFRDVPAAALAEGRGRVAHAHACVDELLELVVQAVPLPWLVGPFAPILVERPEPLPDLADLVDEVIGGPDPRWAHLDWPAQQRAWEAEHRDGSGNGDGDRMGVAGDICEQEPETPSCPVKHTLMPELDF
Target sequence (Q8WTS1 whole entry, looked up): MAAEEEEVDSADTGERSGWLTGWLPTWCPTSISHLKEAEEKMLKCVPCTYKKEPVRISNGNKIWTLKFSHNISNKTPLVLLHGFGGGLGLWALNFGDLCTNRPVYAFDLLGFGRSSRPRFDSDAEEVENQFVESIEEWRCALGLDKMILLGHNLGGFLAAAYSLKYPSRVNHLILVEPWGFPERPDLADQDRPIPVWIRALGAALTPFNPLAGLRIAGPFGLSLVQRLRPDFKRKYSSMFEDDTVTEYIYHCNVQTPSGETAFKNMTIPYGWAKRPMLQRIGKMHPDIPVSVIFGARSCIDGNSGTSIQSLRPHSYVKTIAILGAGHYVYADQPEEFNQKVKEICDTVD
aDG glyco up: activators of alpha-DG glycosylation, primary screen, uHTS, Pro5-aDG cells, AlphaScreen. alpha-DG glycosylation AlphaScreen (IIH6); 0% Pro5, 100% B10-LARGE cell signal. activation, % at 10 µM. 360,000 tested, 0.22% active;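 active means activation of at least 8% versus controls, or a plate z-score of at least 8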;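 further: Pro5 are CHO cells carrying HIG-tagged alpha-DG that lacks glycosylation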
TLR9-MyD88 block: inhibitors of TLR9-MyD88 association in cells, primary screen, cell-based, CHO, BLA complementation, fluorescence; Toll-like receptor 9 (Homo sapiens) + Myeloid differentiation primary response protein …; CCF4 FRET ratio; inhibition, % at 4.98 µM; 340,000 tested, 0.21% active; AID 504734, 2011;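 active means inhibition above the mean over all tested compounds plus 3 SD, cut at about 21% in these data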;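 further: 0% = DMSO only wells and 100% = clavulanate BLA inhibitor control wells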
Granule exo inh: LAMP-1 surface exposure blockers, TALL-104 cells – cell-based, flow cytometry, MLPCN library, primary screen | inhibition, % at 10 µM | AID 651702, 2012 | 360,000 tested, 0.66% active | TALL-104 LAMP-1 surface exposure; cells stimulated with thapsigargin and PMA;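 active means inhibition above about 55%, limit read from the data; inconclusive means no clear call, values can overlap the other calls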
NOD2-RIPK2 inh: NOD2-RIPK2 binding disruptors in cells, primary screen, fluorescence, CHO cells, BLA complementation; 360,000 tested, 0.38% active; inhibition, % at 4.98 µM; CCF4 ratio; Receptor-interacting serine/threonine-protein kinase 2 (Homo sapiens), O43353; in the data active means inhibition above about 21%;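 further: 0% = vehicle only and 100% = reference blocker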
MC4R antag cAMP: MC4R antagonists of cAMP signaling, primary screen, cell-based, TR-FRET, antagonist arm of biased-ligand search; MC4R-expressing cells, MTII-stimulated cAMP, LANCE TR-FRET; inhibition, % at 6.5 µM; 360,000 tested, 0.48% active;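 active means inhibition above its plate's cutoff, the mean of tested wells on that plate plus 3 SD, cut at about 29% in these data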;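 further: 0% = Melanotan II alone and 100% = Melanotan II plus saturating MCL0020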
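Material – human MC4R-expressing U2OS cells · Repeats – no replicates · Detection – TR-FRET with Eu-cAMP and labeled anti-cAMP, 671 nm · Times – compound 30 min, challenge 1 h, detection 1 h · Compound – single nominal compound dose of 6.5 µM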
ABCB6 inh 2: ABCB6 transporter inhibitors, primary screen, K562-ABCB6 cells, flow cytometry, MLPCN library; 360,000 tested, 0.19% active; K562-ABCB6 porphyrin accumulation, 1 h; active compounds read low; ATP-binding cassette sub-family B member 6 (Homo sapiens), Q9NP58; fluorescence ratio to DMSO, % at 10 µM;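 active means fluorescence ratio to DMSO below 75%, the collection mean minus 3 SD; inconclusive means too few cells collected in the well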;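 further: signal is porphyrin accumulated inside mitochondria; 100% equals median channel fluorescence of DMSO control wells; lower ratio means ABCB6 inhibition with less porphyrin fluorescence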
Vif imaging: HIV Vif self-association inhibitors, primary screen, imaging, HEK293T, single point. HEK293T cells, Vif self-association by quenched fluorescence, 24 h. inhibition, % at 7.49 µM. 340,000 tested, 0.35% active. AID 602346, 2012; in the data active means inhibition above about 50%, passing the limit was not always enough; inconclusive means no clear call, values can overlap the other calls; inactive means below about 31%; further: some results filed as inactive read as strong as hits
Glyco luc inh: increase of ERlucT glycosylation luciferase signal, primary screen, N-linked glycosylation inhibitor project, D54 ERlucT cells, luminescence, set 2; reporter increase, % at 12.5 µM; AID 588692, 2011; 360,000 tested, 0.23% active; D54 ERlucT glycosylation luciferase reporter, 24 h; percent of 100 nM tunicamycin response;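 active means mean luciferase reporter signal, scaled so untreated is 0 and the glycosylation-blocking control 100, at or above a set limit in every replicate; inconclusive means mean reaches the limit but not every replicate does; inactive means mean below the limit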;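 further: luciferase carries N-glycosylation sites so blocking glycosylation raises the light; 0% = median of neutral control wells and 100% = median of 100 nM tunicamycin wells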
Starred values were filed as active, the others as inactive; ? = inconclusive; . = no result given. The list is partial, so the mix of outcomes need not match the whole.

SMILES	MC4R ag barr	ABHD5 PLIN5 PPI	aDG glyco up	TLR9-MyD88 block	Granule exo inh	NOD2-RIPK2 inh	MC4R antag cAMP	ABCB6 inh 2	Vif imaging	Glyco luc inh
CNC(=S)N(Cc1ccc(OC)cc1)Cc1cc2cccc(C)c2[nH]c1=O	-1.9	1	0.8	10	-4	3	12	103	-3	-3
Cc1ccc(NC(=S)N/N=C/c2cccn2Cc2ccccc2F)cc1	2.8	-6	0.0	0	-9	-2	6	102	-3	-7
CC(C)(C(=O)N1CCC1(C)C(=O)Nc1ccccc1Br)c1ccccc1 (stereo not given)	4.3	-7	0.1	.	?	-5	0	94	-7	-1
CCOCCCNS(=O)(=O)c1ccc(NC(=O)C2CC(=O)N(c3ccc(C)cc3)C2)cc1 (stereo not given)	-2.1	-7	0.0	10	-1	3	3	95	-2	3
CCOC(=O)C1C(=O)OC(C)(C)C1C(CC)C(=O)c1c(C)cc(C)cc1C (stereo not given)	2.4	1	0.0	.	17	-6	22	91	-3	-3
CC(=O)c1cccc(S(=O)(=O)N(Cc2cc3cc4c(cc3[nH]c2=O)OCCO4)CC2CCCO2)c1 (stereo not given)	-2.9	-2	0.0	-8	-3	5	11	100	13	-2
CCOC(=O)CC(NC(=O)CCc1c(C)nc2nc(C)nn2c1C)c1ccc(OC(C)C)cc1 (stereo not given)	-0.8	-3	-0.3	-5	-2	-5	13	98	-5	-1
Cc1ccc(NC(=O)C(C)NC(=O)OCc2ccccc2)cc1C (stereo not given)	1.1	-3	0.0	-3	-7	1	3	95	0	1
CC(=O)Nc1ccc(C(=O)n2nc(C)cc2C)cc1	0.0	18	-0.2	-8	1	-3	-9	99	0	1
CC1CCN(C(=O)CSc2n[nH]c(-c3cccs3)n2)CC1	-3.2	8	-0.2	-7	0	-10	-1	95	-1	-1
O=C1C(=C(I)I)c2ccccc2-c2ccccc21	-0.5	43*	-0.4	14	103*	68*	22	101	1	-5
COc1cccc(-c2cc(C(=O)NCCCn3ccnc3)c3ccccc3n2)c1	-1.6	5	-0.2	5	0	-5	4	103	2	7
Cc1ccccc1-n1ncc(C(C)NS(=O)(=O)c2ccccc2Cl)c1C (stereo not given)	2.1	2	-0.2	0	-4	-5	9	97	-12	0
COc1ccccc1N1CCN(S(=O)(=O)CC23CCC(CC2=O)C3(C)C)CC1 (stereo not given)	-1.4	6	0.3	4	6	8	11	99	10	1
CCc1ccc(C(O)c2ncc(-c3cccc(C(F)(F)F)c3)[nH]2)cc1 (stereo not given)	13*	-23	0.3	.	3	12	8	95	-8	2
COCc1c(Br)c(C)nc2sc3c(=O)[nH]nnc3c12	-0.1	-2	-0.1	2	-5	-10	0	99	5	1
O=C(COC(=O)c1ccccc1NCCO)NCC1CCCCC1	-1.0	-1	-0.1	1	-2	0	4	96	10	-3
Cc1ccc(NC(=O)CN2CCCCCC2)c(Br)c1	1.8	-2	0.1	4	-4	6	9	98	-6	-3
O=[N+]([O-])c1c(C(Cl)Cl)nn(-c2ccc(Cl)cc2)c1N1CCCCC1	2.2	-4	-0.3	2	-4	-9	5	97	4	-4
CCc1ccc(OCC(=O)NC(NC(=S)Nc2ccc(Cl)cc2)C(Cl)(Cl)Cl)cc1 (stereo not given)	1.8	-6	0.8	4	-1	-5	13	91	1	?
COc1ccc(CNc2nc3ccccc3n2CCN2CCCCC2)c(OC)c1	-0.9	2	-0.5	10	0	-6	-3	99	-7	-4
CC(C)(CNC(=O)c1cccc(S(=O)(=O)Nc2ccc(SC(F)F)cc2)c1)N1CCOCC1	-1.8	-10	0.2	-4	-4	2	6	101	1	-2
CCCOc1ccc(C(=O)NNC(=S)NC(=O)c2ccccc2)cc1	-4.9	-6	0.9	5	-19	-11	3	92	-1	2
CCOc1ccc(S(=O)(=O)N(C)C2CCCCC2)cc1	-3.7	-8	-0.3	-5	6	-6	-3	96	-4	2
COc1cccc(C2c3[nH]c4ccccc4c3C[C@H]3C(=O)N(CCCO)CC(=O)N23)c1OC (stereo not given in full)	-1.7	3	-0.1	-7	-1	8	7	89	1	0
Cc1ccc(NC(=S)Nc2ccc(C(C)C)cc2)cc1S(=O)(=O)N1CCCCCC1	-1.7	-4	1.5	-6	0	1	5	89	.	-8
CCOc1ccccc1-n1ccn(CC(=O)Nc2ccc(Br)cc2F)c(=O)c1=O	-1.8	-11	0.2	2	-3	-2	20	101	-6	0
COc1cc(/C=N/NS(=O)(=O)c2ccc(Br)cc2)ccc1O	-0.5	-3	-0.1	-10	-2	-1	15	94	4	0
COc1ccc(CCN2CCCn3c2nc2c3c(=O)n(CC(N)=O)c(=O)n2C)cc1OC	-1.6	1	-0.1	-9	-10	-2	20	107	-10	0
O=C(COC(=O)Cc1c(F)cccc1Cl)Nc1ccc2[nH]c(=O)[nH]c2c1	0.3	0	-0.1	0	-4	-8	-1	92	14	-1
CCn1ncc2c1C(=O)NC1c3ccccc3C(=O)N21 (stereo not given)	-1.7	1	0.2	-10	-1	-1	7	94	-8	4
CCN(CC)CCOC(=O)c1ccc(NC(=O)C2(c3ccccc3)CCCC2)cc1	-2.3	8	0.3	9	0	5	1	90	.	-6
NS(=O)(=O)c1ccc(CCNC(=O)c2cc(-c3cc(Cl)ccc3O)n[nH]2)cc1	-0.7	5	0.0	5	55	0	-3	89	-3	4
CN(Cc1ccc(F)cc1)C(=O)c1cccc(S(=O)(=O)NCc2ccccc2)c1	-1.3	4	0.2	-11	-1	-10	-4	98	-14	0
CC(C)(C)C(=O)NC1=NN(c2c(Cl)cc(Cl)cc2Cl)C(=O)C1	1.0	-23	1.0	0	3	-8	3	97	5	0
O=C(NNc1ccc(Cl)cc1)c1sccc1Cl	-4.0	-4	0.2	-5	0	0	3	95	-9	3
O=C(NCCN1C(=O)S/C(=C\c2cccc(Cl)c2Cl)C1=O)C1=COCCO1	-3.5	5	-0.1	-6	12	0	-12	96	.	20
COc1ccc(/C(C)=N/NC(=O)c2nnn(-c3nonc3N)c2-c2ccccc2)cc1	0.1	0	0.0	8	0	-4	-1	105	12	1
Cc1ccc(CN2C(=O)c3ccccc3Sc3ccc(C(=O)NCCCN4CCOCC4)cc32)cc1	2.2	3	-0.1	1	13	10	5	104	-3	3
CCOc1ccccc1NC(=O)NC(C)c1ccncc1 (stereo not given)	1.5	-5	-0.3	11	-4	-4	-3	99	3	0
COC(=O)c1cc(OC)cc(O)c1C(=O)c1c(O)cc(C)cc1O	-1.2	1	0.3	-6	-6	-4	-5	97	25	2
CCCCC(=O)N/N=C/c1ccc(N2CCOCC2)c([N+](=O)[O-])c1	0.5	-1	0.3	1	16	2	-2	95	5	0
c1cc2c(c(NCc3ccncc3)c1)CCCC2	-0.2	2	1.7	-7	0	-8	5	95	.	-1
O=C1OC(OC2CCCCC2)(c2ccccc2)c2ccccc21 (stereo not given)	-2.1	-4	-0.4	-2	4	-4	11	104	.	-2
O=C(Nc1ccc(Br)c(C(F)(F)F)c1)c1ccc(C(F)(F)F)cc1	8.5*	-6	0.1	.	52	-12	17	97	-4	-6
CCOCCCNC(=O)C1CC(=O)N(C2CCCC2)C1 (stereo not given)	-0.8	1	0.0	-1	10	7	14	102	0	0
O=C(NCC(=O)N1CCN(Cc2ccccc2)CC1)c1ccc(Cl)cc1	-2.5	-1	0.1	5	-1	-7	-4	94	-17	-6
CCC(C)C(NS(=O)(=O)c1ccc(C)cc1)C(=O)N1CCOCCOCCOCC1 (stereo not given)	-2.2	1	-0.1	-15	-3	-2	4	94	-16	1
O=C(CN(Cc1ccco1)C(=O)c1nsc(Cl)c1Cl)NC1CCCCC1	-0.4	4	0.0	-2	-3	2	-7	97	6	-3
COc1cccc(C2=NO[C@@H]3C(=O)N(Cc4ccccc4)C(=O)[C@H]23)c1OC	-1.1	1	0.0	6	-1	-3	4	96	-1	3
CC(OC(=O)c1cccc(S(=O)(=O)N2CCCC2)c1)C(=O)NC1CCCCC1C (stereo not given)	-1.8	9	0.2	-6	8	2	9	96	-7	0
Nn1cnc2scc(-c3ccco3)c2c1=O	-1.5	4	-0.1	-7	30	-1	2	99	2	2
O=C(O)CCCC(=O)Nc1ccc(Cl)c(Cl)c1	-0.7	-3	0.0	-12	4	-2	-2	95	2	1
COc1ncnc2c1ncn2CCCNCc1ccccn1	-1.4	1	0.0	4	0	-15	2	94	7	1
CN(C)S(=O)(=O)c1ccc(C(=O)NCC(=O)Nc2ccc(F)c(F)c2)cc1	-2.0	-6	-0.1	-3	-2	6	6	97	-17	1
COc1cc(NC(=O)C2CSC3(C)CCC(=O)N23)c(OC)cc1Cl (stereo not given)	-1.7	7	0.2	3	3	-7	2	98	0	4
COc1ccc2[nH]c(=O)c(CN(Cc3ccco3)C(=O)c3ccccc3)cc2c1	0.5	18	0.2	-1	-2	-4	17	.	2	-1
COc1ccccc1OCC(O)Cn1c(=N)n(Cc2ccccc2)c2ccccc21 (stereo not given)	-1.6	4	4.5	8	1	-3	-1	93	-1	-1
O=C1CCC(C(=O)Nc2cccc(S(=O)(=O)Nc3ccccc3F)c2)=NN1	-3.2	2	0.1	2	-9	-1	3	95	-23	-1
CCC(=O)NC1=C(Cl)C(=O)C(NC(=O)CC)=C(Cl)C1=O	0.6	45*	-0.2	11	0	23*	-21	106	20	6
Cc1ccc(-n2cc(CN(C)Cc3nccn3C)c(-c3ccc(F)cc3)n2)cc1	-1.2	15	0.4	-1	14	-12	-5	101	-4	-2
CC(C)C(=O)N1CCC2(CC1)Oc1ccc(Cl)cc1C(=O)C21CC(c2ccc(Cl)cc2)=NO1 (stereo not given)	-1.3	0	0.0	1	-3	3	8	97	-2	-7
CC(NCC(=O)NC(=O)NCCC1=CCCCC1)c1ccc(S(N)(=O)=O)cc1 (stereo not given)	-1.0	9	-0.2	-16	-5	-11	-2	100	-5	-2

At a glance, some entries already given:
SMILES	MC4R ag barr	ABHD5 PLIN5 PPI	aDG glyco up	TLR9-MyD88 block	Granule exo inh	NOD2-RIPK2 inh	MC4R antag cAMP	ABCB6 inh 2	Vif imaging	Glyco luc inh
CC(C)C(=O)N1CCC2(CC1)Oc1ccc(Cl)cc1C(=O)C21CC(c2ccc(Cl)cc2)=NO1 (stereo not given)	-1.3	0	0.0	1	-3	3	8	97	-2	-7
CC(NCC(=O)NC(=O)NCCC1=CCCCC1)c1ccc(S(N)(=O)=O)cc1 (stereo not given)	-1.0	9	-0.2	-16	-5	-11	-2	100	-5	-2
